# cardiac RTF act – cardiac RTF calcium sensitization; IANBD-labeled TnC RTF fluorescence at EC20 calcium; 0% EC20 calcium, 100% full calcium; AID 493008; activation, % at 7.2 µM; actives 0.24% (n = 340,000); P19429+P45379;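 active = activation above the mean over all tested compounds plus 3 SD, cut at about 30% in these data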;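 also: rise in fluorescence read as greater calcium sensitivity of cardiac thin filaments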
# LANA DNA inh – inhibitors of KSHV LANA C-terminal domain DNA binding. actives 0.078% (n = 340,000). inhibition, % at 9 µM. AID 504423. MBP-C-LANA/FAM-LBS DNA binding, fluorescence polarization;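 active = highest replicate inhibition at or above 60% at 9 µM, even if other replicates fall short; inactive = all replicates below 60% inhibition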;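 also: 0% = neutral control wells and 100% = 4 µM acridine orange control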
# Wnt act – activators of Wnt/beta-catenin signaling; Wnt/beta-catenin reporter cell assay, activator, plate reader; activation, % at 9.35 µM; actives 1.2% (n = 300,000); AID 743398; in the data active = activation above about 30%, passing the limit was not always enough;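 also: 0% = neutral control wells and 100% = positive control wells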
# DSG3 Ab inh – inhibitors of pemphigus antibody binding to human desmoglein-3; P32926; DSG3-coupled beads, scFv-anti-DSG3-GFP binding, flow cytometry; stronger effect = lower value; binding (percent of control), % at 10 µM; actives 0.48% (n = 310,000);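 active = binding more than 3 SD below its plate's average and above zero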;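 also: hits lower antibody fragment binding to DSG3; some compounds called inactive have numbers as strong as hits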
# Target sequence (P32926 whole entry, looked up, the tested form may be a part): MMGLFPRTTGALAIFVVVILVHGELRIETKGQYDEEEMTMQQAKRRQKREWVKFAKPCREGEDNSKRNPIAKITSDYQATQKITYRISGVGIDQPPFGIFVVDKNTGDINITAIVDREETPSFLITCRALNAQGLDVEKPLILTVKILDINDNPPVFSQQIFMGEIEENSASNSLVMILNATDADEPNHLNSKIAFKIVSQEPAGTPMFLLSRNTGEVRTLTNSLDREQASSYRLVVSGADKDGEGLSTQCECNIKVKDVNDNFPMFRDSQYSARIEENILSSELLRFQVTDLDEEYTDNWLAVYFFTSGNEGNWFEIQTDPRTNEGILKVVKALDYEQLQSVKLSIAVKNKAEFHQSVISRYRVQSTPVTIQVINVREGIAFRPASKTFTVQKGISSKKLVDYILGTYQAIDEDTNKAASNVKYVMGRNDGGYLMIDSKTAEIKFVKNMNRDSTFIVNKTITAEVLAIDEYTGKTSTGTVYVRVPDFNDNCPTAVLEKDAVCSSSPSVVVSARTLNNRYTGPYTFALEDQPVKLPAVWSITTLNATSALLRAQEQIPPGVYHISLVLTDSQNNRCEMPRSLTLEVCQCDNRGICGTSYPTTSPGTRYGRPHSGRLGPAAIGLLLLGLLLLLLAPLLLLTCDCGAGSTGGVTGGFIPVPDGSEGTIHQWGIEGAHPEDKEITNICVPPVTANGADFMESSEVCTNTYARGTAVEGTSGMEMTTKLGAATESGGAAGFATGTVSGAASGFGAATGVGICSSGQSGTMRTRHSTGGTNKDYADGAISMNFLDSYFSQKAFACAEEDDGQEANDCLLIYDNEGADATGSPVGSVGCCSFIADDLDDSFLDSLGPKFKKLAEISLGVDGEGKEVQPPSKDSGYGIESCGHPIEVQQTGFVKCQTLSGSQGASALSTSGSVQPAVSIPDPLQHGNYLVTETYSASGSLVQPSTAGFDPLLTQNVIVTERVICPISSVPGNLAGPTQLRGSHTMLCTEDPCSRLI
# MOR-DOR ag – agonists of human mu-delta opioid receptor heterodimerization | P35372+P41143 | cells, OPRM1-OPRD1 heterodimerization, luminescence | activation, % at 9.3 µM | actives 0.3% (n = 340,000); in the data active = activation above about 18%;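 also: 0% = vehicle-treated cells and 100% = reference agonist; values of inactives mirror those of a sister screen read the other way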
# MOR-DOR inv ag – inverse agonists of human mu-delta opioid receptor heterodimerization | AID 504357 | cell-based MOR-DOR heterodimer luminescence, inverse agonism | inhibition, % at 9.3 µM | actives 0.21% (n = 340,000); in the data active = inhibition above about 22%, passing the limit was not always enough;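 also: 0% = cells with DMSO and 100% = wells without cells with DMSO; values of inactives mirror those of a sister screen read the other way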
# RTF Ca sens inh – cardiac RTF calcium desensitization. actives 0.12% (n = 340,000). P19429+P45379. IANBD-labeled cardiac RTF, Ca2+ fluorescence. inhibition, % at 7.15 µM;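 active = inhibition above the mean inhibition of all tested compounds plus 3 SD, cut at about 17% in these data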;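 also: assay run at fixed EC70 calcium of 1.6 mM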
# Keap1-Nrf2 PPI – disrupts human Keap1 binding to Nrf2 peptide. Q14145. Keap1 Kelch-Nrf2 peptide fluorescence polarization, 1536-well. inhibition, % at 9.4 µM. actives 0.15% (n = 340,000). AID 504523; in the data active = inhibition above about 12%;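 also: human Keap1 Kelch domain with fluorescein labeled Nrf2 9mer peptide probe; 0% = neutral control wells and 100% = peptide positive control; higher means more block of Keap1 binding to Nrf2 peptide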
# V-ATPase pHluor – regulators of yeast V-ATPase proton transport; S. cerevisiae, pHLuorin cytosolic pH fluorescence; response, % at 10 µM; actives 0.37% (n = 350,000); in the data active = response mostly above about 7.3%, no sharp cut-off; inactive = mostly below about 5.4%; also: actives read high; inactives centre near 0; some compounds called inactive have numbers as strong as hits; reference of the scale not given here
# Arrestin-AP2 inh – inhibitors of human beta-arrestin and AP2 interaction; actives 0.31% (n = 340,000); AID 504490; FITC-arrestin peptide / GST-AP2 beads, flow cytometry; AP2 beta2 appendage carries R879A mutation; inhibition, % at 10 µM;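 active = inhibition above a set limit, near 3 SD of compounds lacking own fluorescence, cut at about 54% in these data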;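 also: plate controls were DMSO wells for no effect and 5 µM unlabelled arrestin peptide for full effect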
#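 System: GST-tagged AP2 beta2-adaptin appendage (R879A) on 4 µm glutathione beads / Reagent: FITC-arrestin peptide, 50 nM / Detection: HyperCyt-sampled flow cytometry, FL1 channel, ex 488/em 535 nm / Timing: 12 min plus 1 h, RT / Buffer or medium: PBS plus Tween 20 (0.05%) and BSA (0.1%)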
# * = called active by the depositor; . = not tested or not shown.
SMILES,cardiac RTF act,LANA DNA inh,Wnt act,DSG3 Ab inh,MOR-DOR ag,MOR-DOR inv ag,RTF Ca sens inh,Keap1-Nrf2 PPI,V-ATPase pHluor,Arrestin-AP2 inh
CCN(c1cccc2ccccc12)S(=O)(=O)c1ccc(Cl)nc1,0,-0.8,1,98,0.7,-4,-2,3,-3,-3
Cc1cc(NC(=O)CC#N)n(-c2nc3ccccc3[nH]2)n1,7,1.3,6,98,-3.4,17,-1,-8,-1,10
COc1ccc(Cl)cc1C(=O)NC(=S)Nc1cc(-c2nc3ccccc3[nH]2)ccc1C,-3,0.6,.,99,-0.4,2,-6,-1,-2,34
Cc1ccc(-n2c(=O)cc(N3CCc4ccccc4C3)[nH]c2=O)cc1,1,0.5,.,98,-2.9,17,-3,-3,3,-6
Cc1c(F)cccc1NC(=O)c1ccc2c(c1)CCN2S(C)(=O)=O,0,2.3,2,114,-1.2,6,-17,-11,-2,10
COc1cccc(OCC(O)CN2CCN(c3ccc(F)cc3)CC2)c1 (centres undefined),-2,0.3,2,104,-0.4,2,-2,-4,12,2
COc1ccc(C(CNC(=O)Cn2c(=O)oc3ccccc32)N(C)C)cc1 (centres undefined),2,0.0,1,107,0.8,-4,-1,-3,3,-5
CC1=Nn2c(nnc2-c2n[nH]c3c2CCC3)SC1,7,0.5,.,106,-1.2,6,-4,3,1,0
O=C1SCCC1NC(=O)C(c1ccccc1)c1ccccc1 (centres undefined),.,-3.3,2,96,.,.,.,1,-3,1
Cc1ccc(NC(=O)Nc2ccc(C(=O)N3CCOCC3)cc2)cc1,3,-0.5,0,.,-1.8,9,-8,0,-3,-6
Cc1cc(C)cc(NC(=S)N2CCN(c3ccc(F)cc3)CC2)c1,-4,-2.7,-1,100,3.7,-19,9,-3,1,8
CC(C)CNC(=O)/C=C/c1cccs1,-2,0.0,0,96,0.4,-2,-15,-5,1,-6
COc1ccc(NC(=O)CN(C)C(=O)Cc2ccc3c(c2)CCC3)cc1,-3,-0.1,1,104,-2.8,19,-4,-6,3,-15
COc1cc(OC)cc(C(=O)NC2CCN(CCCOc3ccccc3)CC2)c1,-5,1.7,-1,140,-1.7,8,-1,-1,1,-3
CCN1CCN(C(=O)C2c3cc(OC)c(OC)cc3C(=O)N3CCc4ccccc4C23)CC1 (centres undefined),-4,2.5,.,102,-0.9,5,2,-6,8,2
Cc1ccc2cc(-c3noc(C(C)(C)C)n3)c(=O)[nH]c2c1,-3,-1.0,.,102,0.7,-3,-7,0,-4,4
CC(=O)C1=C(C)Nc2ncnn2C1c1ccc(C)cc1 (centres undefined),-5,-5.7,3,91,1.2,-6,-7,5,-7,26
Cc1onc(-c2ccccc2)c1NC(=O)N(CCC#N)Cc1ccccc1,.,-1.8,0,98,.,.,.,-4,-1,26
Cc1c(C(=O)OC2CCCC2)[nH]c2c1C(=O)CC(c1ccco1)C2 (centres undefined),3,0.3,-21,110,1.2,-6,-7,0,-3,0
COc1ccc([N+](=O)[O-])cc1/C=N/NC(=O)/C(=C\c1cccs1)NC(=O)c1ccccc1,3,0.9,-1,99,-1.1,6,-4,2,2,37
COc1ccc(CCNC(=O)C2CCN(C(=O)c3ccc(C(C)(C)C)cc3)CC2)cc1,-6,-0.7,0,106,-0.8,4,-7,4,0,1
O=C(COC(=O)C1C2CC3OC(=O)C1C3C2)Nc1ccccc1 (centres undefined),-1,3.0,1,117,-0.5,4,8,-1,0,12
O=C(Nn1cnnc1)c1ccc(Cl)c([N+](=O)[O-])c1,2,1.0,-2,99,-2.1,11,-2,-2,0,9
CN1/C(=c2/s/c(=C3/C(=O)N(c4ccccc4)NC3=Nc3ccccc3)n(C)c2=O)C(C)(C)c2ccccc21,6,-0.8,.,119,-2.2,12,-17,-2,3,-9
CSc1ncccc1C(=O)OCC(=O)NC1CCC(C)CC1 (centres undefined),3,1.0,1,107,-0.8,3,-12,-1,-2,-8
CC(/C=N/n1c(-c2cc(C)[nH]n2)n[nH]c1=S)=C\c1ccccc1,-3,-0.6,2,.,1.0,-5,-10,-1,4,10
O=C1c2ccccc2C(=O)N1Cc1ccccn1,3,-1.7,-2,106,-1.3,8,1,-8,0,8
CC1CC(C)CN(C(=S)Nc2ccc(SC(F)F)cc2)C1 (centres undefined),2,0.5,.,94,5.4,-32,2,-5,5,-3
C=CCOc1cccc(C2/C(=C(/O)c3ccccc3)C(=O)C(=O)N2CCN2CCOCC2)c1 (centres undefined),2,1.2,.,.,-3.1,18,14,1,-2,-4
CCOc1cc(NC(=S)NCCCN2CCOCC2)c(OCC)cc1NC(=O)c1ccccc1,10,2.9,-1,98,-2.0,10,-9,-11,2,4

# 9 successive entries out of the list so far:
SMILES,cardiac RTF act,LANA DNA inh,Wnt act,DSG3 Ab inh,MOR-DOR ag,MOR-DOR inv ag,RTF Ca sens inh,Keap1-Nrf2 PPI,V-ATPase pHluor,Arrestin-AP2 inh
O=C(COC(=O)C1C2CC3OC(=O)C1C3C2)Nc1ccccc1 (centres undefined),-1,3.0,1,117,-0.5,4,8,-1,0,12
O=C(Nn1cnnc1)c1ccc(Cl)c([N+](=O)[O-])c1,2,1.0,-2,99,-2.1,11,-2,-2,0,9
CN1/C(=c2/s/c(=C3/C(=O)N(c4ccccc4)NC3=Nc3ccccc3)n(C)c2=O)C(C)(C)c2ccccc21,6,-0.8,.,119,-2.2,12,-17,-2,3,-9
CSc1ncccc1C(=O)OCC(=O)NC1CCC(C)CC1 (centres undefined),3,1.0,1,107,-0.8,3,-12,-1,-2,-8
CC(/C=N/n1c(-c2cc(C)[nH]n2)n[nH]c1=S)=C\c1ccccc1,-3,-0.6,2,.,1.0,-5,-10,-1,4,10
O=C1c2ccccc2C(=O)N1Cc1ccccn1,3,-1.7,-2,106,-1.3,8,1,-8,0,8
CC1CC(C)CN(C(=S)Nc2ccc(SC(F)F)cc2)C1 (centres undefined),2,0.5,.,94,5.4,-32,2,-5,5,-3
C=CCOc1cccc(C2/C(=C(/O)c3ccccc3)C(=O)C(=O)N2CCN2CCOCC2)c1 (centres undefined),2,1.2,.,.,-3.1,18,14,1,-2,-4
CCOc1cc(NC(=S)NCCCN2CCOCC2)c(OCC)cc1NC(=O)c1ccccc1,10,2.9,-1,98,-2.0,10,-9,-11,2,4

# (more compounds)
SMILES,cardiac RTF act,LANA DNA inh,Wnt act,DSG3 Ab inh,MOR-DOR ag,MOR-DOR inv ag,RTF Ca sens inh,Keap1-Nrf2 PPI,V-ATPase pHluor,Arrestin-AP2 inh
CCOC(=O)Cc1cnc(NC(=O)CSc2nc(N)cc(=O)[nH]2)s1,4,2.7,-1,94,-0.9,5,2,-4,-1,26
CCN(CC)S(=O)(=O)c1ccc(S(=O)(=O)Nc2ccc(C(=O)N3CCCC3)cc2)cc1,6,0.9,.,103,-1.5,9,-9,-4,3,-5
Cc1cc(NS(=O)(=O)c2ccc(NC(=O)/C=C/c3ccc(C)o3)cc2)nc(C)n1,3,4.9,-1,102,-2.6,13,-8,-16,0,-1
COc1ccc(NC(=O)CS(=O)(=O)c2cccc(Cl)c2)cc1,18,1.0,-2,106,-2.1,10,0,2,-2,2
CCC/C(=N/NC(=O)c1csc(C)c1C)c1ccc(Cl)s1,1,-0.1,11,.,-1.8,10,-3,2,0,5
CC(OC(=O)c1cccc(S(=O)(=O)N(C)C)c1)C(=O)NCC(=O)Nc1ccc(F)c(F)c1F (centres undefined),-2,-0.5,3,108,-0.7,3,-5,-1,0,12
COC(=O)c1ccc2c(c1)C(C)(C)C(/C=C/c1ccccc1O)=[N+]2C,17,-1.5,.,105,4.4,-24,-10,-113,-4,-3
CCCC(=O)Nc1ccc(C(=O)NNC(=O)c2cccc([N+](=O)[O-])c2)cc1,.,0.6,-1,104,.,.,.,-2,2,5
CC(=O)Nc1ccc2[nH]c(C)c(CC=C(Cl)Cl)c(=O)c2c1,-4,-0.1,-5,.,-1.4,9,-10,3,-1,32
CCCn1nc(NC(=O)CC)c2cc3cccc(C)c3nc21,-2,-1.0,-1,95,1.2,-6,-3,-3,-3,15
O=C(C1CCCN(S(=O)(=O)c2cccs2)C1)N1CCc2ccccc2C1 (centres undefined),1,0.5,.,105,-0.3,1,-4,0,2,4
c1ccc2c(c1)CC1(CCCC1)n1nnnc1-2,-11,0.4,.,100,-2.2,12,-1,2,3,6
O=C(Nc1ccccc1)c1ccc(S(=O)(=O)N2CCOCC2)cc1,6,6.3,0,105,-0.2,1,1,-1,-3,0
Cc1nn(CC(=O)NCCc2cccs2)c(=O)c2cc3ccccc3n12,-1,1.3,-3,.,-1.2,6,-7,-4,2,2
Fc1ccccc1CSc1nnc2ccc(-c3ccncc3)nn12,-2,-0.6,9,97,-0.9,5,-4,1,0,0
Cc1cccc(NC(=S)NNC(=O)COc2ccc(Cl)cc2Cl)c1,0,2.3,-8,232,1.1,-6,-4,-4,3,-13
COC(C[C@@H](O)C[C@@H](O)[C@H](C)OCc1ccccc1)OC,-6,-0.2,1,105,-2.4,13,-3,-3,0,0
Cn1c(N)c(C(=O)CSc2nc3ccccc3n2-c2ccccc2)c(=O)n(C)c1=O,-6,-0.7,.,117,0.1,-1,-2,8,-6,-4
Cc1nc(Nc2c(Cl)cccc2Cl)sc1C(=O)Nc1ccccc1,3,-0.5,7,83,-1.4,7,9,-2,0,-5
Cc1cc(C(=O)NNC(=S)NCc2ccco2)nn1C,4,0.5,-1,97,-1.7,9,-6,-2,1,-16
O=c1c2ccccc2nnn1Cc1ccc(Br)cc1,-2,0.2,1,104,0.5,-2,4,5,0,10
Cc1nn(CC(=O)N2CCCCCC2)c(=O)c2cc3occc3n12,-3,-1.4,-1,79,-0.9,4,-7,-3,2,3
CC(C)(C)c1ccc(C(=O)NN2CCOCC2)cc1,3,-0.5,0,112,-2.2,9,3,0,1,-8
NS(=O)(=O)c1ccc(NC(=O)CSc2nc3ccccc3nc2N2CCOCC2)cc1,2,-0.3,-1,99,-0.8,5,-5,6,-2,6
Cc1ccc(C2=NOC(C)(c3sc(-c4ccc(Cl)cc4)nc3C)C2)cc1 (centres undefined),-6,-1.4,12,99,0.6,-3,-22,-4,-2,5
Cc1[nH]ccc(=O)c1OCC(=O)O,4,1.8,4,115,-3.9,19,2,-4,-1,6
CN(C)c1c(F)cc(-c2nn[nH]n2)cc1F,4,-1.3,2,.,2.5,-12,1,0,8,5
CC(C)OC(=O)c1c(N)n(CCCN2CCOCC2)c2nc3ccccc3nc12,-3,-6.3,13,102,-1.1,5,-4,-4,-1,-1
